# Assay outcomes as filed in PubChem BioAssay.
# HIF-2a block: inhibitors of HIF-2a; AID 624352; inhibition, % at 18.8 µM; 786-0 RCC cells HIF-2a reporter, luciferase luminescence, overnight; hit rate 0.72% among 360,000;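 active means inhibition of the luminescence signal of 40% or more relative to plate controls, in a single-dose primary screen at 18.75 µM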
# TWEAK Fn14 block: blocks TWEAK-Fn14 interaction in a reporter cell assay. TWEAK-stimulated Fn14 reporter cells, luciferase luminescence, 8 h. inhibition, % at 10 µM. AID 1159606. hit rate 2% among 360,000; in the data active means inhibition above about 50%
# KKLEB tox: counter-screen for CF NF-kB inhibitors: cytotoxicity; activity change (cytotoxicity), % at 5 µM; AID 602141; KKLEB CF airway cells viability, ATPlite luminescence, overnight; active compounds read low; cells stimulated with P. aeruginosa culture filtrate; hit rate 0.36% among 360,000;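 active means corrected activity change at or below -50% at 5 µM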
# Shn3 inh set2: inhibitors of Schnurri-3 3'UTR reporter in osteoblasts. Clone20 osteoblast Shn3 3'UTR firefly luciferase, 24 h. inhibition, % at 12.5 µM. hit rate 0.52% among 360,000. AID 588674;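 active means mean inhibition of at least 75% with every replicate also reaching 75%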;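 further: 0% = median of neutral control wells and 100% = pilot-screen positive control compound; some compounds past the cut are filed as inactive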
# TRPM1 prom inh: inhibitors of MITF-driven TRPM1 promoter in melanoma cells | SK-MEL-5 TRPM1 promoter luciferase, 24 h | inhibition, % at 12.5 µM | hit rate 0.83% among 330,000 | AID 488899;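 active means mean inhibition across replicates of 60% or more, whatever share of single replicates reaches that level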; further: values of inactives mirror those of a sister screen read the other way
# Peg3 prom inh: inhibitors of Peg3 promoter; HeLa PEG-Prom luciferase reporter, luminescence, overnight; hit rate 1.7% among 360,000; inhibition, % at 20 µM;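 active means inhibition of at least 50% at 20 µM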
# CF NFkB block: cystic fibrosis NF-kB activation inhibition; KKLEB NF-kB-GFP reporter, PAF-induced, GFP fluorescence overnight; inhibition, % at 5 µM; hit rate 0.86% among 360,000; AID 588850;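 active means at least 50% inhibition at 5 µM, scaled per plate between neutral and stimulator controls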;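 further: PAF is a Pseudomonas aeruginosa culture filtrate used as stimulus; plate controls were PAF-stimulated DMSO wells for no effect and unstimulated DMSO wells for full effect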
# NR2E3 ag-1: NR2E3 (human) agonism. Q9Y5X4. inhibition of corepressor binding, % at 4.78 µM. GST-NR2E3/biotin-RetCOR TR-FRET, 1536-well. AID 2300. hit rate 0.12% among 320,000;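 active means percent inhibition above the cutoff of mean plus 3 SD of all tested compounds, set per screening campaign, cut at about 20% in these data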;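 further: 0% = DMSO wells and 100% = biotin wells as full block of FRET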
# Target sequence (Q9Y5X4 whole entry, looked up): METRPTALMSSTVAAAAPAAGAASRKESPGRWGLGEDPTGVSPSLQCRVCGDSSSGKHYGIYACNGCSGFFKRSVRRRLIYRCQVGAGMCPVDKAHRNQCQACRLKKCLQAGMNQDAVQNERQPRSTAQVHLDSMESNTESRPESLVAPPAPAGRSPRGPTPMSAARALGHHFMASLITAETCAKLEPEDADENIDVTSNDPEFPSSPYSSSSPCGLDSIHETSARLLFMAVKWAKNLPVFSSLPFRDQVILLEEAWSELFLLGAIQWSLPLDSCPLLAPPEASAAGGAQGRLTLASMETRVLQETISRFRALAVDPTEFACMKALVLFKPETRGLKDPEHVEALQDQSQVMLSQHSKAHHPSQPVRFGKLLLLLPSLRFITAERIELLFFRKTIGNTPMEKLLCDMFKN
#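 Material – GST-tagged NR2E3 plus biotinylated RetCOR corepressor · Quantity – NR2E3 fusion 1.35 nM · Times – 5 h incubation at 4 °C · Medium – pH 7.5 Tris-based buffer · Technique – TR-FRET, Eu(K)-anti-GST donor, streptavidin-D2 acceptor, ex 340, em 617/671 nm · Benchmarks – high control biotin, low control 0.6% DMSO · Format – 1536-well plates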
# aDG glyco act: increases alpha dystroglycan glycosylation; Pro5-aDG cells, alpha-DG glycosylation AlphaScreen (IIH6); 0% Pro5, 100% B10-LARGE cell signal; activation, % at 10 µM; hit rate 0.22% among 360,000; AID 624168;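 active means activation of at least 8% versus controls, or a plate z-score of at least 8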;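 further: Pro5 are CHO cells carrying HIG-tagged alpha-DG that lacks glycosylation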
# NR2E3 ag-2: agonists of human NR2E3 nuclear receptor; CHO-S Gal4-NCOR/VP16-NR2E3 two-hybrid, luciferase; inhibition of corepressor binding, % at 3.98 µM; hit rate 0.35% among 360,000; AID 602229;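 active means inhibition above the mean of all tested compounds plus 3 SD, cut at about 70% in these data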;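 further: 0% = DMSO with NR2E3 transfected cells and 100% = cells lacking NR2E3 construct; higher means lower luciferase signal from less NR2E3 corepressor binding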
# hiPSC survival: increases survival of single human iPS cells | hiPSC single-cell survival, ATPlite luminescence; 100% = ROCK inhibitor wells, 0% = DMSO | survival enhancement, % at 20 µM | hit rate 0.044% among 360,000 | AID 602274; in the data active means survival enhancement above about 18%;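 further: cells exposed to compounds for 16 hours before the ATP read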
# * marks the source's active call; other numbers are inactive results; / = no result given.
mol	Peg3 prom inh	CF NFkB block	TWEAK Fn14 block	Shn3 inh set2	TRPM1 prom inh	HIF-2a block	NR2E3 ag-1	aDG glyco act	NR2E3 ag-2	KKLEB tox	hiPSC survival
CCn1c(SCc2nc(-c3ccccc3)no2)nnc1-c1ccco1	-12	10	-5	1	-8	-12	-1	0.3	-12	-12	-0.6
N#CC1=C(SCC(N)=O)NC2=C(C(=O)c3ccccc32)C1c1ccc(Cl)cc1 (stereo not drawn)	21	-11	13	14	4	7	-9	0.1	-26	10	-1.9
CCCCN1C=C(C(=O)c2ccccc2)C(=O)CC1	-29	-22	2	-5	-15	-2	/	0.0	-12	-3	4.2
CCOc1ccc(NC(=O)CNC(=O)c2ccco2)cc1	-36	-11	-14	-1	/	-65	5	0.0	-41	-6	-0.2
Cc1ccccc1OCCC(=O)OCC(=O)Nc1c(F)cccc1F	11	28	-14	-25	-15	1	1	-0.1	-28	-26	0.7
COc1ccc2c(c1)-c1ccccc1S(=O)(=O)N2C	19	6	2	-23	17	22	0	-0.4	-18	-3	-0.5
COC(=O)C(N)Cc1ccc(O)c(O)c1 (stereo not drawn)	6	2	14	-3	5	1	-2	0.4	5	6	-0.1
O=[N+]([O-])c1nn(-c2ccc(Cl)cc2)n(O)c1=NCc1ccncc1	-46	-28	-14	/	3	-100	0	0.1	-39	13	-0.4
CCOc1cc(N2CCOCC2)c(OCC)cc1NC(=O)COC(=O)[C@H](Cc1c[nH]c2ccccc12)NC(C)=O	23	2	-17	12	0	4	-3	-0.1	25	0	-2.8
CCCCc1ccc(NC(=O)COC(=O)c2ccc3ncsc3c2)cc1	-34	21	-3	-1	/	4	/	-0.3	-33	-7	0.9
Cc1cccn2c(NC(=O)c3cccs3)c(-c3ccccc3)nc12	-3	-1	-20	-2	0	-10	1	0.8	4	8	4.0
COC(=O)C1CCN(C(=O)CC(NC(=O)C(F)(F)F)c2cccs2)CC1 (stereo not drawn)	21	-8	-1	0	8	12	2	0.0	-36	9	1.3
O=C(O)CSCC(=O)Nc1ccccc1SCCS(=O)(=O)c1ccc(Cl)cc1	10	-2	-3	-8	13	8	/	0.0	-8	-14	-0.6
O=C(Cn1c(-c2cscn2)nc2ccccc21)Nc1cc(F)ccc1F	-45	0	-7	-25	-24	-44	1	-0.1	-37	-2	0.7
O=C(CN1C(=O)S/C(=C\C=C\c2ccccc2)C1=O)Nc1ccc(C(=O)O)cc1	-22	4	-17	/	-3	-85	-2	0.1	-23	6	-0.2
O=C(NCc1ccco1)c1cc(Cl)nc(Cl)c1	-3	-2	15	7	-11	1	-1	-0.2	-13	-6	-0.4
COC(=O)c1cccc(NC(=O)CCc2ccccc2)c1	-104	-12	0	-22	-30	-135	-2	0.1	14	-11	-1.3
O=C(CSc1nncc2ccccc12)Nc1ccccc1	-13	-9	1	-1	-6	-27	1	0.0	5	8	-0.4
Oc1ccc2c(c1)c1ccccc1c1ncccc21	0	-74	-3	0	12	22	/	-0.1	-9	-14	-0.6
COc1ccc([N+](=O)[O-])cc1NC(=O)CSc1nccc(C)n1	16	15	-2	7	4	15	-2	0.0	-12	-8	-0.2

# A few values from above.
# O=[N+]([O-])c1nn(-c2ccc(Cl)cc2)n(O)c1=NCc1ccncc1 in KKLEB tox → 13
# COc1ccc2c(c1)-c1ccccc1S(=O)(=O)N2C in NR2E3 ag-1 → 0
# Cc1ccccc1OCCC(=O)OCC(=O)Nc1c(F)cccc1F in Shn3 inh set2 → -25
# COC(=O)C(N)Cc1ccc(O)c(O)c1 (stereo not drawn) in TRPM1 prom inh → 5
# O=C(NCc1ccco1)c1cc(Cl)nc(Cl)c1 in TWEAK Fn14 block → 15
# COc1ccc([N+](=O)[O-])cc1NC(=O)CSc1nccc(C)n1 in Peg3 prom inh → 16

# Ordered by number of heavy atoms (ascending): part of the list above.
mol	Peg3 prom inh	CF NFkB block	TWEAK Fn14 block	Shn3 inh set2	TRPM1 prom inh	HIF-2a block	NR2E3 ag-1	aDG glyco act	NR2E3 ag-2	KKLEB tox	hiPSC survival
O=C(NCc1ccco1)c1cc(Cl)nc(Cl)c1	-3	-2	15	7	-11	1	-1	-0.2	-13	-6	-0.4
O=[N+]([O-])c1nn(-c2ccc(Cl)cc2)n(O)c1=NCc1ccncc1	-46	-28	-14	/	3	-100	0	0.1	-39	13	-0.4
O=C(O)CSCC(=O)Nc1ccccc1SCCS(=O)(=O)c1ccc(Cl)cc1	10	-2	-3	-8	13	8	/	0.0	-8	-14	-0.6
O=C(CN1C(=O)S/C(=C\C=C\c2ccccc2)C1=O)Nc1ccc(C(=O)O)cc1	-22	4	-17	/	-3	-85	-2	0.1	-23	6	-0.2

# Additional records follow.
mol	Peg3 prom inh	CF NFkB block	TWEAK Fn14 block	Shn3 inh set2	TRPM1 prom inh	HIF-2a block	NR2E3 ag-1	aDG glyco act	NR2E3 ag-2	KKLEB tox	hiPSC survival
COc1ccc(OC)c(S(=O)(=O)NC2CCCCNC2=O)c1 (stereo not drawn)	5	3	-6	9	2	18	8	0.1	-17	-2	-0.1
COc1cc(OC)cc(C(=O)N2CCN(C(=O)c3cccnc3)CC2)c1	16	8	1	8	4	18	1	0.0	-10	-1	0.2
COCCN(Cc1ccccc1)C(=O)c1cccc(S(=O)(=O)N2CCN(Cc3ccccc3)CC2)c1	20	7	25	24	/	11	/	0.3	1	-9	0.5
CCCCCCNCC(=O)N1CCC(Cc2ccccc2)CC1	11	5	-4	-2	0	10	5	0.6	-3	-3	-0.4
O=C(CSc1nccn1Cc1ccc(F)cc1)Nc1ccc(F)cc1F	17	-35	-28	0	-5	-1	-2	0.4	-5	11	2.4
Cc1ccc(C)c(S(=O)(=O)Nc2ccccc2C(=O)Nc2ccccc2N2CCOCC2)c1	21	10	-22	12	4	5	0	-0.1	8	-9	6.8
CCc1ccc(NC(=S)N(Cc2ccc(Cl)cc2)Cc2ccc(C(=O)O)cc2)cc1	4	4	-14	-6	7	8	-1	0.2	-25	5	-0.6
CCNC(=S)N=Nc1c(O)[nH]c2ccc(C(C)C)cc12	9	-4	14	35	4	7	-1	2.9	9	6	-0.6
COc1ccccc1NC(=S)NNC(=O)c1cc(C)nn1C	-27	-3	-12	-27	-17	-110	-1	0.1	-35	9	-1.1
CCC(=O)NCc1csc(-c2cccs2)n1	-34	2	-2	-20	-10	-54	1	0.0	-4	2	-0.4
O=S(=O)(c1ccc(F)cc1)N1CCN(c2nc(-c3ccc(F)cc3)cs2)CC1	9	3	-20	9	-1	-26	2	0.2	7	12	-3.0
COc1ccc(-c2cc(C(F)(F)F)nc(SCC(=O)NCc3cccs3)n2)cc1	7	-7	-3	38	-8	-25	4	0.0	-8	9	2.3
COc1ccc(Cn2nnnc2C(c2cccs2)N2CCN(c3ccccc3)CC2)cc1 (stereo not drawn)	18	6	8	4	-4	-4	8	0.3	-1	15	-2.2
O=C(CC(=O)N/N=C\c1ccccc1[N+](=O)[O-])NCCc1ccccc1	5	-13	23	5	10	6	2	0.1	-15	-2	0.5
COc1cc(S(=O)(=O)N2CCCCC2)ccc1NC(=O)/C=C/c1ccccc1	13	-28	10	14	-8	13	4	-0.3	-29	14	-0.3
CCOc1c2ccc(C(=O)NCc3ccc(C(F)(F)F)cc3C(F)(F)F)cc2nn1C	-17	13	-10	16	-8	-14	-3	-0.2	20	1	-1.3
Nc1nnc(SCC(=O)NC2CCCC2)s1	-14	14	-2	-8	14	0	2	-0.1	-23	-17	-0.5
Cc1ccccc1OCC(=O)NC1CCCCCCC1	-98	-8	-1	-24	-30	-149	2	0.2	-31	1	0.0
COc1ccc(N2CCN(C(=O)c3ccc(NS(=O)(=O)c4cccs4)cc3)CC2)cc1	-27	7	-9	4	1	-55	1	-0.3	-28	-19	0.4
O=C(COC(=O)c1cccnc1SC(F)F)NC1CC1	-20	-12	1	7	-5	1	1	-0.2	-6	12	-0.1
CCn1nnc(C(=O)O)c1C(=O)O	13	-15	-10	4	-6	24	-2	-0.1	11	9	3.6
NS(=O)(=O)c1ccc(NC(=O)COC(=O)CCc2ccc(S(=O)(=O)N3CCOCC3)cc2)cc1	1	-14	-2	17	3	18	0	0.1	0	1	0.3
O=C(N/N=C/c1cccc(Oc2ccccc2)c1)c1ccccc1F	-132	20	-2	-17	-27	-196	1	0.0	-42	-13	-0.3
Cc1cccc(NC(=O)CSCC(=O)Nc2ccc(S(=O)(=O)N3CCCC3)cc2)c1	4	17	12	14	1	2	-6	-0.1	-15	-11	-0.5
Cc1cc(NC(=O)c2cc(-c3cccs3)nc3ccccc23)no1	26	-30	22	-1	26	-13	-1	-0.2	-38	-6	1.4
CCN(CC)CCN(C(=O)c1c(F)cccc1F)c1nc2cc(C)cc(C)c2s1	7	11	-19	-8	-6	1	-2	-0.1	-4	-18	-0.6
O=C(Nc1ccnn1C1CCN(Cc2cccnc2)CC1)c1ccccc1Cl	15	1	0	-26	-8	-3	-1	0.0	-12	-6	0.1
Oc1[nH]c(=S)sc1C=C1N=c2ccccc2=N1	-82	1	-13	-1	-14	-120	-1	-0.1	-25	-5	-0.5
N#Cc1c(NC(=O)CN2CCN(S(=O)(=O)c3ccc4c(c3)OCCO4)CC2)sc2c1CCC2	-7	5	-5	5	-1	18	0	-0.2	-9	-5	-1.9

# Exported as labelled records: entries from further up.
> NS(=O)(=O)c1ccc(NC(=O)COC(=O)CCc2ccc(S(=O)(=O)N3CCOCC3)cc2)cc1
  Peg3 prom inh: 1	CF NFkB block: -14	TWEAK Fn14 block: -2	Shn3 inh set2: 17	TRPM1 prom inh: 3	HIF-2a block: 18	NR2E3 ag-1: 0	aDG glyco act: 0.1	NR2E3 ag-2: 0	KKLEB tox: 1	hiPSC survival: 0.3
> CCN(CC)CCN(C(=O)c1c(F)cccc1F)c1nc2cc(C)cc(C)c2s1
  Peg3 prom inh: 7	CF NFkB block: 11	TWEAK Fn14 block: -19	Shn3 inh set2: -8	TRPM1 prom inh: -6	HIF-2a block: 1	NR2E3 ag-1: -2	aDG glyco act: -0.1	NR2E3 ag-2: -4	KKLEB tox: -18	hiPSC survival: -0.6
